M17LAP inhibition – P. falciparum M17LAP inhibitors, primary screen, biochemical, fluorogenic H-Leu-NHMec substrate, 1536-well (AID 1619). recombinant M17LAP, H-Leu-NHMec fluorogenic kinetic assay; higher % means a stronger effect. inhibition, % at 30 µM, or IC50 in µM where a hit was titrated. hit rate 0.38% among 220,000;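 active = compound inhibiting the enzyme by more than half at any dose during confirmatory dose-response retesting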;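 also: plate controls were full reaction with DMSO carrier for no effect and no enzyme background for full effect; strong numbers were not always called active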
HEK293 NOD2/NF-kB – inhibition of NOD2-driven NF-kB reporter – cell-based, luminescence, uHTS, HEK293 (AID 1566). HEK293 NOD2/NF-kB luciferase reporter, luminescence; higher % means a stronger effect. hit rate 0.63% among 290,000. one-dose inhibition, % at 4 µM; EC50 in µM for titrated hits; in the data active = inhibition above about 50%; also: many of its hits are not listed in these tables
b-catenin transl – modulators of beta-catenin nuclear translocation; HeLa beta-catenin nuclear translocation, immunofluorescence imaging; AID 1665; hit rate 0.3% among 190,000; nuclear translocation activity, % at 5 µM;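 active = nuclear translocation activity above 50% at 5 µM, with a well cell count of 50 or more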;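 also: per-cell ratio of nuclear to cytoplasmic median beta-catenin stain intensity; plate controls were DMSO negative control for no effect and GSK-3 inhibitor IX positive control for full effect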
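Assay system: human HeLa cells, native beta-catenin; doses: 5 µM primary, 0.02–20 µM confirmation; incubation: compound treatment 24 h, 37°C, 5% CO2; technique: fluorescence imaging of beta-catenin antibody stain plus DAPI; measure: % activation, nuclear-to-cytoplasmic median beta-catenin signal ratio per cell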
NOD1 NF-kB reporter – NOD1 signaling inhibitors, primary screen, cell-based, luminescence, uHTS (AID 1578). NOD1-driven NF-kB luciferase reporter cells, luminescence; higher % means a stronger effect. inhibition, % at 4 µM; hits with a dose series show EC50 in µM. hit rate 1% among 290,000; in the data active = inhibition mostly above about 36%, no sharp cut-off; inactive = mostly below about 34%;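 also: HEK-293T reporter cells stimulated with the NOD1 agonist gamma-tri-DAP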
Dynein transport – blocks dynein driven cargo transport along microtubules; 3617.4 mouse cells, GR-EGFP nuclear translocation imaging; test concentration mostly 20 µM; stimulated with dexamethasone, 1 µM; stronger effect = lower value; z-score, hits read low; hit rate 0.47% among 220,000;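 active = plate z-score of nuclear minus cytoplasmic receptor signal below a set negative limit, without overly bright fluorescence or cell loss, cut at about -3.5 in these data, passing the limit was not always enough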;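 also: z-score of nuclear minus cytoplasmic ring GR-EGFP intensity difference per well; some compounds called inactive have numbers as strong as hits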
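Also added: dexamethasone, 1.0 µM final. Medium: tet-free, stripped-serum medium. Detection: fixed, Hoechst-stained cells imaged at 10x for EGFP. Read-out: nuclear-to-cytoplasmic GR-EGFP distribution per well. Times: induction 48 h, compound 1 h, agonist 30 min.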
Yfh1-depleted yeast – enhancers of respiration in Yfh1-depleted yeast, dose response, Friedreich's ataxia, plus single-dose screen (AID 1465); one-dose fold induction at 50 µM; EC50 in µM for titrated hits; S. cerevisiae Yfh1-off respiration, WST-1 reduction, 72 h; higher fold induction means a stronger effect; hit rate 0.074% among 220,000;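 active = fold induction of absorbance versus untreated yeast above a set limit, then at least 30% activation at any dose in follow-up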;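 also: activators that raise dye reduction in frataxin-depleted yeast; strong numbers were not always called active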
Insulin prom up – MIN6 insulin promoter up-regulation. MIN6 insulin promoter-GFP reporter, high-content imaging; stronger effect = higher value. z-score at 5 µM. hit rate 0.3% among 190,000. AID 1625;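 active = z-score above 3 at 5 µM with at least 500 cells counted in the well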
MT stabilize HCS – stabilizes microtubules in HeLa cells | AID 2205 | HeLa tubulin immunostaining HCS, 24 h; share of cells brighter than vehicle mean+2SD | % tubulin-high responders, % at 10 µM | hit rate 0.83% among 200,000;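 active = plate Z-score above 3 for both tubulin-high and condensed-nucleus cell shares, with cell loss under 80%, at 10 µM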;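 also: anti alpha tubulin signal scored within the nucleus-defined area of each cell; some results filed as inactive read as strong as hits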
Autophagy mod – autophagy modulation, high-content screen. MEF GFP-LC3 puncta imaging; test concentration mostly 10 µM. calls only at 10 µM (by protocol). hit rate 0.98% among 190,000. AID 463193;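 active = percentage of spot-positive cells more than 3 SD above its plate mean, without a fluorescence outlier flag or 80% toxicity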;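 also: spot-positive cell cutoff set from DMSO-treated cells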
Dynein transport cytoplasmic EGFP – further read-out of Dynein transport, marked with its call; z-score; measured here: cytoplasmic GR-EGFP intensity; stronger effect = higher value
Dynein transport nuclear GR-EGFP – recorded beside Dynein transport, whose call it bears; z-score; measured here: nuclear GR-EGFP intensity;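 lower value marks the stronger effect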
Dynein transport cell count – further read-out of Dynein transport, marked with its call; z-score; measured here: cell count per field
Insulin prom up cell count – recorded beside Insulin prom up, whose call it bears; cell count; measured here: cytotoxicity, nuclei count;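 total cells summed across four imaged fields per well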
b-catenin transl cell count 5 µM – second read-out of b-catenin transl, no call of its own (marks repeat the call); cell count; measured here: cell count, cytotoxicity flag
MT stabilize HCS Hoechst-high % – also measured in MT stabilize HCS; calls as there; % Hoechst-high responders; measured here: nuclear condensation Hoechst responders;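 share of cells brighter than vehicle mean plus two SD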
MT stabilize HCS cytotoxicity % – recorded beside MT stabilize HCS, whose call it bears; toxicity, %; measured here: cytotoxicity by cell density;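 0% = mean cell density of plate MIN control wells and 100% = no cells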
Autophagy mod cell loss 18 h – also measured in Autophagy mod; calls as there; toxicity, %; measured here: cell loss, nuclei count;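 cell loss after 18 h compound exposure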
Numbers without * were called inactive; i = inactive; x = not tested or not shown; & = joins results of further samples. Not all compounds are listed (hit frequency here may not be typical).

cpd	structure	M17LAP inhibition	HEK293 NOD2/NF-kB	b-catenin transl	b-catenin transl cell count 5 µM	NOD1 NF-kB reporter	Dynein transport	Dynein transport cytoplasmic EGFP	Dynein transport nuclear GR-EGFP	Dynein transport cell count
1	COCCN1Cc2cccc(C(=O)Nc3ccc4c(c3)OCCO4)c2C1=O	12%	24%	x	x	-26%	1.2	-0.18	0.96	-0.63
2	COc1ccc(CCNC2=NCCS2)cc1	-1%	8%	-2.2	911	-24%	0.49	0.41	1.2	-0.74
3	Oc1ccc(Cl)cc1C1=NNC(c2cc(Br)cc3c2OCOC3)C1 (stereo not given)	13%	18%	-0.1	1481	-16%	-1.7	0.55	-0.76	-2
4	O=C(CCNC(=O)Cn1ccc2ccccc2c1=O)NCCN1CCN(c2cccc(Cl)c2)CC1	7%	9%	-1.0	1130	-12%	0.36	-0.13	0.52	0.59
5	COc1ccc(-n2c(=S)[nH]c3cc(C(=O)NCc4ccco4)ccc3c2=O)cc1OC	3%&0%	13%&0%	-1.4&-1.5	951&1125	2%&-36%	-0.66&0.14	-0.21&-0.27	-0.073&0.6	0.74&0.63
6	COc1ccccc1N(C(=O)c1snc(C(N)=O)c1N)C(C(=O)NC1CCCC1)c1ccco1 (stereo not given)	-14%	-21%	-1.2	1016	2%	0.86	-0.33	0.38	-0.33
7	Cn1c(NC(=O)C(C)(C)Oc2ccc(Cl)cc2)cc(=O)n(C)c1=O	6%	11%	-1.7	1045	-12%	-0.19	-0.12	0.14	0.16
8	CC(C)Oc1ccc(C(=O)Nc2ccc(NC(=O)c3ccco3)c(Cl)c2)cc1	0%	-32%	1.6	1410	13%	-0.47	-0.23	-0.87	0.066
9	O=C(CSC(=S)N1CCOCC1)N1N=CCC1c1ccccc1 (stereo not given)	9%	20%	-1.7	1184	-12%	-0.33	0.09	-0.043	0.94
10	COc1ccc2cc(/C=C/C(=O)c3ccco3)c(Cl)nc2c1	-2%	-36%	-4.0	1162	-12%	-0.36	0.6	0.18	-0.56
11	Cc1ccc(-c2noc(CCC(=O)N3CCN(c4cccc(C(F)(F)F)c4)CC3)n2)cc1	-7%	-12%	x	x	x	-0.95	-0.19	-0.2	0.86
12	CCN1CCN(Cc2nc3c(c(=O)n(C)c(=O)n3C)n2Cc2cccc3ccccc23)CC1	-12%	12%	-1.1	1137	-21%	-0.37	-0.25	0.11	0.96

cpd	Yfh1-depleted yeast	Insulin prom up	Insulin prom up cell count	MT stabilize HCS	MT stabilize HCS Hoechst-high %	MT stabilize HCS cytotoxicity %	Autophagy mod	Autophagy mod cell loss 18 h
1	i	0.54	961	9.4	2.3	5.0	i	7
2	x	0.12	1272	2.6	2.1	5.9	i	22
3	i	-0.5	1243	2.0	1.2	11	i	2
4	i	-0.35	1769	2.6	3.2	5.7	i	1
5	i	-0.93&0.45	1492&1202	1.7&4.5	1.9&2.0	6.1&5.6	i	1&13
6	i	0.4	1216	3.1	2.2	8.1	i	5
7	i	1.1	1796	1.4	2.4	3.2	i	7
8	i	-0.24	1479	2.2	2.3	11	i	0
9	i	-0.75	945	1.4	1.9	8.0	i	0
10	x	0.28	878	1.2	1.1	5.2	i	-5
11	i	-0.2	1293	3.4	2.0	7.7	i	3
12	i	-0.54	1832	2.6	1.4	3.6	i	-5

Ordered by the number under M17LAP inhibition (lowest first): some entries from above.
cpd	Molecule	M17LAP inhibition
10	COc1ccc2cc(/C=C/C(=O)c3ccco3)c(Cl)nc2c1	-2%
8	CC(C)Oc1ccc(C(=O)Nc2ccc(NC(=O)c3ccco3)c(Cl)c2)cc1	0%
4	O=C(CCNC(=O)Cn1ccc2ccccc2c1=O)NCCN1CCN(c2cccc(Cl)c2)CC1	7%
9	O=C(CSC(=S)N1CCOCC1)N1N=CCC1c1ccccc1 (stereo not given)	9%
1	COCCN1Cc2cccc(C(=O)Nc3ccc4c(c3)OCCO4)c2C1=O	12%

Complete entries as entered above. Order of values: M17LAP inhibition	HEK293 NOD2/NF-kB	b-catenin transl	b-catenin transl cell count 5 µM	NOD1 NF-kB reporter	Dynein transport	Dynein transport cytoplasmic EGFP	Dynein transport nuclear GR-EGFP	Dynein transport cell count	Yfh1-depleted yeast	Insulin prom up	Insulin prom up cell count	MT stabilize HCS	MT stabilize HCS Hoechst-high %	MT stabilize HCS cytotoxicity %	Autophagy mod	Autophagy mod cell loss 18 h
Oc1ccc(Cl)cc1C1=NNC(c2cc(Br)cc3c2OCOC3)C1 (stereo not given) reads 13%	18%	-0.1	1481	-16%	-1.7	0.55	-0.76	-2	i	-0.5	1243	2.0	1.2	11	i	2
Cc1ccc(-c2noc(CCC(=O)N3CCN(c4cccc(C(F)(F)F)c4)CC3)n2)cc1 reads -7%	-12%	x	x	x	-0.95	-0.19	-0.2	0.86	i	-0.2	1293	3.4	2.0	7.7	i	3
